Assay outcomes (PubChem BioAssay)
VP16 counter = VP16 counterscreen qHTS for inhibitors of ROR gamma transcriptional activity. Potency, µM (doses to about 53.6 µM), inactives show at the top dose activity, negative = inhibition, usual class: inhibitors. 310,000 compounds, 3.5% hits. Drosophila S2 Gal4-VP16 UAS-luciferase, luminescence, 20 h;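 also: Gal4-VP16 expression switched on by copper sulfate through the metallothionein promoter; % is scaled to controls: 0 for no effect and ±100 for the full control effect; nearly all actives have a fitted effect of over 50% in size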
FLuc counter = qHTS profiling assay for firefly luciferase inhibitor/activator using purifed enzyme and Km concentrations of substrates (counterscreen for miR-21 project) | AID 588342, 2011 | purified FLuc, Km substrates, luminescence inhibition | Potency, µM (highest dose often 57.5 µM), without a hit: top-dose activity change, negative = inhibition, hits mostly inhibitors | 360,000 compounds, 6.9% hits;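 also: plate controls were vehicle for no effect and reference inhibitor for full effect; nearly all actives have a fitted effect of over 55% in size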
Target sequence (P08659 whole entry, looked up): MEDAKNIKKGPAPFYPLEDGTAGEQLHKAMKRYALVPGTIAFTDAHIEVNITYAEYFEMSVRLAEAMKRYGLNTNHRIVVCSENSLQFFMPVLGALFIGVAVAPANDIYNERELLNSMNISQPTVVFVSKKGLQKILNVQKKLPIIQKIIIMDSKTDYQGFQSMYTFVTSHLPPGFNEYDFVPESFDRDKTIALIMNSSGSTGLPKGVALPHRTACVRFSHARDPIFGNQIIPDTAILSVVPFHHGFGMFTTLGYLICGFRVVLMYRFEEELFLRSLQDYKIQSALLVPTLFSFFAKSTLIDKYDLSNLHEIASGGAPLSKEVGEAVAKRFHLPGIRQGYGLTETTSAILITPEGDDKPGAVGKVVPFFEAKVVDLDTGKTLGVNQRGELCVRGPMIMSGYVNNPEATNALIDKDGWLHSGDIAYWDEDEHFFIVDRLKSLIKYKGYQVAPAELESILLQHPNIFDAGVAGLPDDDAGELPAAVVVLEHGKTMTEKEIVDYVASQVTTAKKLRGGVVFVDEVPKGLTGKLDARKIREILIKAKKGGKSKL
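Purified P. pyralis luciferase (10nM final) with 10uM D-luciferin and 10uM ATP (Km levels) in 50mM Tris acetate pH 7.5, 10mM Mg acetate, 0.01% Tween-20, 0.05% BSA; qHTS 6-point titration, ~60 µM downward; luminescence read.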
uPA surface inh = qHTS for Inhibitors of Cell Surface uPA Generation. cell surface uPA generation assay, qHTS. Potency, µM (doses to about 38.3 µM), for the others: at the top dose activity change, negative = inhibition, actives largely listed as inhibitors. 330,000 compounds, 0.31% hits. AID 540303, 2011; active = well fitted inhibition curve with a large enough effect; inconclusive = small, poorly fitted or top-dose-only effect; inactive = no such curve, though single readings can be large or run the other way; tested in mouse RAW 264.7 cells; also: % is scaled to controls: 0 for no effect and ±100 for the full control effect; nearly all actives have a fitted effect of over 55% in size
MLL CXXC-DNA inh = qHTS Fluorescence Polarization Assay for Inhibitors of MLL CXXC domain - DNA interaction; Potency, µM (doses to about 115 µM), inactives show at the highest dose activity change, negative = inhibition, most hits filed as inhibitors; MLL-CXXC / FITC-HOXA9 DNA fluorescence polarization; Histone-lysine N-methyltransferase 2A (Homo sapiens), Q03164; AID 2662, 2010; 290,000 compounds, 0.037% hits; active = well fitted inhibition curve with a large enough effect in the polarisation, with a control signal flat, not every such curve was filed as active; inconclusive = small, poorly fitted or top-dose-only effect, or effect the other way, or a change in a side signal; inactive = no such curve, though single readings can be large or run the other way; the % refers to the polarisation
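Steps: dispense CXXC domain solution (7 uM) → pin compounds or unlabeled HOX-A9 DNA control → 5 min ambient → add FLSN-HOX-A9 solution (50 nM) → spin → 30 min ambient → fluorescence polarization. Tris pH 7.5/NaCl/DTT/BSA buffer.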
BRCA1 expr act = qHTS Assay to Identify Small Molecule Activators of BRCA1 Expression; MCF7-BRCA1-FFLuc reporter, luminescence, 48 h; response scale: scaled: vehicle 0%, 10 µM genistein 100%; Potency, µM (top dose mostly 46.1 µM), inactives show top-dose activation, hits mostly activators; 380,000 compounds, 1.1% hits; AID 624202, 2012; also: nearly all actives have a fitted effect of over 80% in size; some results filed as inactive show a strong effect at the top dose
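Using MCF7 cells harboring a BRCA1 firefly luciferase reporter, plated 2 h before compound pinning, the screen measured luminescence after 48 h incubation. Responses were normalized to DMSO and 10 microM genistein, then fitted for concentration-effect.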
ELG1 genotox = qHTS screen for small molecules that induce genotoxicity in human embryonic kidney (HEK293T) cells expressing luciferase-tagged ELG1. AID 504466, 2011. Potency, µM (highest dose often 46 µM), inactives show at the top dose activity change, positive = activation, usual class: activators. HEK293T ELG1-luciferase reporter, luminescence, 16 h. 330,000 compounds, 1.3% hits; also: % of control where 0% means no effect; nearly all actives have a fitted effect of over 60% in size
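Genotoxic stress is detected as increased luminescence from luciferase-tagged ELG1 in HEK293T cells, measured with ONE-Glo after a 16 hr treatment at 37 °C.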
NPC1 promoter act = qHTS Assay for NPC1 Promoter Activators | Huh7 NPC1 promoter luciferase reporter, 24 h | Potency, µM (highest dose often 9.22 µM), inactives show at the highest dose activation, most hits filed as activators | AID 485313, 2010 | 320,000 compounds, 2.4% hits;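 also: % of control where 0% means no effect; nearly all actives have a fitted effect of over 60% in size; reporter is driven by a mutant NPC1 promoter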
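Stable NPC1-promoter luciferase Huh7 line; cpd (DMSO) 24 h, 37 °C, 5% CO2; Amplite luciferase reagent 10 min RT; luminescence readout. qHTS format.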
MBNL1-CUG inh = qHTS Assay for Inhibitors of MBNL1-poly(CUG) RNA binding; Potency, µM (highest dose often 57.5 µM), for inactives: at the highest dose activity change, negative = inhibition, actives largely listed as inhibitors; TR-FRET MBNL1-His/biotin-(CUG)12 binding, 665/545 ratio; 280,000 compounds, 0.036% hits; Muscleblind-like protein 1 (Homo sapiens), Q9NR56; AID 2675, 2010; active = well fitted inhibition curve with a large enough effect in the signal ratio, with a control signal flat, not every such curve was filed as active; inconclusive = small, poorly fitted or top-dose-only effect, or effect the other way, or a change in a side signal; inactive = no such curve, though single readings can be large or run the other way; the % refers to the signal ratio; also: % is scaled to controls: 0 for no effect and ±100 for the full control effect
Target sequence (Q9NR56 whole entry, looked up): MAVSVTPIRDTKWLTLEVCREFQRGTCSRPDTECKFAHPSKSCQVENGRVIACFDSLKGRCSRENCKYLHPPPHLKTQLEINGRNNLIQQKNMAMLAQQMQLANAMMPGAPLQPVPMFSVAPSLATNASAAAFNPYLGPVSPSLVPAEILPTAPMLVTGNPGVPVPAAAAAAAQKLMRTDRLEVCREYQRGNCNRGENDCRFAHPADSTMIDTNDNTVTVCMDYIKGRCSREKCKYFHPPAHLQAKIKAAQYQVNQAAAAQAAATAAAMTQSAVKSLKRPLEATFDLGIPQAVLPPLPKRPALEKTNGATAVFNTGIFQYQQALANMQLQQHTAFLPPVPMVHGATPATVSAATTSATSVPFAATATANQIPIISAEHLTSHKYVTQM
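His-tagged MBNL1 binding to biotinylated (CUG)12 RNA was measured by TR-FRET using terbium anti-His antibody (0.055 ng/ul final) and streptavidin-XL665 (5 nM final). Compounds were titrated 92 nM to 58 uM; 60 min at room temperature.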
Rab9 prom act = qHTS Assay for Rab9 Promoter Activators; Huh7 Rab9 promoter-luciferase reporter, luminescence, 24 h; Potency, µM (top dose mostly 9.22 µM), for the others: at the top dose activation, negative = inhibition, usual class: activators; 320,000 compounds, 2.8% hits; also: % of control where 0% means no effect; nearly all actives have a fitted effect of over 60% in size
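Promoter activation is measured as luciferase luminescence in Huh7 cells stably transfected with a Rab9 promoter–luciferase construct, following 24 h compound exposure at 37 °C and 10 min reagent incubation at ambient temperature.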
RORg inh = qHTS for inhibitors of ROR gamma transcriptional activity. Nuclear receptor ROR-gamma (Mus musculus), P51450. Drosophila S2 Gal4-RORgamma UAS-luciferase reporter, 20 h. Potency, µM (series often up to 53.6 µM), for the others: at the highest dose activity change, negative = inhibition, actives largely listed as inhibitors. 310,000 compounds, 5.4% hits; also: % is scaled to controls: 0 for no effect and ±100 for the full control effect; nearly all actives have a fitted effect of over 60% in size
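Stably transfected Drosophila Schneider cells are the test system, with ROR gamma fused to Gal4 and luciferase under UAS control; luminescence is read after 20 hr of 700 uM copper sulfate induction at ambient temperature.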
p53 reactivation = qHTS assay for re-activators of p53 using a Luc reporter; H1299 p53-A138V BP100-luciferase reporter, luminescence, 24 h; Potency, µM (doses to about 92.2 µM), for inactives: at the top dose activity change, positive = activation, usual class: activators; 320,000 compounds, 0.063% hits; AID 504706, 2011; also: % of control where 0% means no effect; nearly all actives have a fitted effect of over 45% in size
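H1299 (p53-null), stable ts p53-A138V + BP100-Luc; 1000 cells/well, Opti-MEM/10% FBS; cpd 4 pt, 1:5; 24 h, 37 deg C, 5% CO2; detection reagent 10 min RT; luminescence.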
Active calls of the source: *; ? = inconclusive; · = not tested or not shown; & = joins results of further samples; [ ] = another dose, or the depositor's remark. Unless noted, calls follow the shape of the dose curve; as a rule, active = well fitted curve in the direction sought with a large enough effect; inconclusive = small, poorly fitted or top-dose-only effect, or another doubt; inactive = no such curve, though single readings can be large; an effect the other way counts as inactive or inconclusive. Potency is read from the fitted curve at half-maximal effect. Not all compounds are listed, so the mix of outcomes need not match the whole.

SMILES	VP16 counter	FLuc counter	uPA surface inh	MLL CXXC-DNA inh	BRCA1 expr act	ELG1 genotox	NPC1 promoter act	MBNL1-CUG inh	Rab9 prom act	RORg inh	p53 reactivation
COc1cccc(CNC(=O)CN2C(=O)CSc3ccc(S(=O)(=O)N4CCOCC4)cc32)c1	-7%	-2%	0%	-6%	7%	0%[9.26 µM]	-4%	-2%	-2%	-10%	5%
O=C1c2cccc3c(Nc4ccccc4Cl)c([N+](=O)[O-])cc(c23)C(=O)N1CCO	-23%	-9%	-11%	14%	-1%	-8%	-3%	?	12%	?	-13%
CC(=O)Nc1ccc(NC(=O)c2ccc(NS(=O)(=O)c3cccc4cccnc34)cc2)cc1	9%	2%	1%	14%	-16%	1%	-2%	-2%	2%	15%	-3%
CCCNc1nc2c(c(=O)[nH]c(=O)n2C)n1CCC(C)C	0%	16%	-6%	0%	-19%	3%	3%	-1%	2%	2%	-2%
CN(CCOc1ccccc1)C(=O)c1ccc(N2CCCC2)c([N+](=O)[O-])c1	-13%	-5%	1%	3%	3%	-6%	7%	?	11%	17%	7%
Cc1ccc2c(c1)nnn2C1CCN(S(=O)(=O)c2ccc(C(=O)N3CC(C)CC(C)C3)cc2)CC1 (stereo not given)	-7%	6%	2%	11%	-40%	0%	-6%	0%	-8%	13%	-17%
CC(=O)c1cccc(N(C(=O)c2cnccn2)C(C(=O)NCc2ccccc2)c2ccco2)c1 (stereo not given)	-1%	0%	1%	-5%	-23%	-1%	0%	0%	-8%	29%	?
COc1ccc(CC(=O)Nc2nc(-c3cc(OC)ccc3OC)cs2)cc1	13%	-3%	9%	-3%	-70%	-10%	-8%	2%	-5%	0%	3%
CCC(C)NS(=O)(=O)c1ccc(OCC(=O)NCc2ccc(OC)cc2)cc1 (stereo not given)	3%	0%	5%	-2%	5%	-2%	-6%	-6%	2%	17%	0%
COC(=O)C1CCN(C(=O)CN(C)Cc2ccc(C(C)(C)C)cc2)CC1	-9%	3%	-2%	9%	-9%	-7%	1%	10%	5%	9%	?
Cc1c(/C=N/NC(=O)c2cc(=O)[nH]c(=O)[nH]2)c2ccccn2c1C(=O)c1ccccc1	9%	24µM*	·	-7%	11%	-2%	0%	17%	-2%	1%	-2%
COc1ccc(C(=O)N/C(=C/c2ccco2)C(=O)NC2CCS(=O)(=O)C2)cc1 (stereo not given)	2%	-3%	5%	11%	0%	3%	-2%	4%	1%	-14%	-3%
Cc1cc(C(=O)NC2CCCc3c2cnn3-c2cc(F)cc(F)c2)nn1C (stereo not given)	-1%	1%	-2%	5%	-4%	-2%	-1%	2%	14%	8%	2%
CCN1C(=O)C2(C(C(=O)c3ccc(C)o3)=C(O)C(=O)N2CCCN(C)C)c2ccccc21 (stereo not given)	-7%	-3%	0%	-4%	-14%	1%	0%	12%	0%	-8%	5%
CCCCn1c(N)c(N(CCOC)C(=O)c2oc3ccc(OC)cc3c2C)c(=O)[nH]c1=O	12%	2%	-3%	3%	-20%	5%	2%	-1%	-2%	-17%	3%
Cn1nc(C(=O)NC(C)(C)C)c2ccccc21	1%	0%	5%	-11%	4%	-1%	0%	·	2%	9%	-8%
COc1ccc(/C=N/n2c(N)c(S(=O)(=O)c3cccs3)c3nc4ccccc4nc32)cc1OC	3%	-1%	3%	2%	-1%[1.84 µM]	-8%	0%	0%	-5%	0%	-4%
O=C(/C=C/N1CCOCC1)c1ccc(-c2ccccc2)cc1	-11%	11µM*	-5%	10%	?	17%	1.8µM*	24%	3.2µM*	14%	14%
COc1ccc(N(C(C)C(=O)NN=C2CCCCCCC2)S(C)(=O)=O)cc1 (stereo not given)	3%	-2%	2%	-5%	-2%	-1%	-2%	?	6%	1%	-2%
CC(C)Sc1n[nH]c(=O)n1-c1cccc(C(F)(F)F)c1	-1%	1%	6%	0%	18%	-1%	0%	·	2%	-12%	0%
OCC1(CO)COC2(CCCC2)N1	4%&3%	2%&-1%	·	0%&-4%	9%	-4%&-1%	1%&-4%	3%&-4%	-1%&-1%	-15%&-2%	-1%&0%
CCOc1ccc(-c2nc(CSCC(=O)NCCCN3CCCC3=O)c(C)o2)cc1	-15%	?	2%	4%	-8%	0%[9.26 µM]	-4%	-3%	1%	-29%	-7%
Cc1nn(C)cc1/C=C/C(=O)c1ccccc1	?	1.5µM*	?	-2%	69%	?	?	2%	?	?	?
O=C(NCc1ccco1)c1nnc(Cc2ccc(Cl)cc2)o1	24%	6%	12%	-1%	1%	10%	-1%	-9%	-4%	10%	2%
COc1ccc(Nc2nc(N)nc(CSC(=S)N3CCN(C)CC3)n2)cc1	-2%	-10%	-3%	-6%	51%	10%	17%	-16%	15%	?	-1%
CCCCOc1cccc(C(=O)NC(=S)Nc2ccc(Cl)c(C(=O)O)c2)c1	-23%	?	-11%	0%	2%	2%	2%	-1%	0%	18%	10%
O=C(N/N=C/c1cn(-c2ccccc2)nc1-c1ccc(F)cc1)c1ccc(Br)o1	2.5µM*	?	-7%	-8%	4%	-12%	-4%	7%	-3%	1.8µM*	10%
Cc1ccc2c(c1)N(C(=O)NC1CCCCC1)C(C)(C)CC2C (stereo not given)	3%	3%	6%	-2%	46%	3%	-3%	-1%	-6%	24%	-2%
CC1CCCCN1C(=O)N[C@@H](Cc1ccccc1)C(=O)O (stereo not given in full)	0%	-1%	-1%	2%	-1%	-4%	0%	-15%	-7%	7%[10 µM]	1%
O=C(N1CCOCC1)N1CCN(S(=O)(=O)N2CCCCC2)CC1	·	6%	3%	11%	-5%	5%	0%	-2%	-6%	30%[0.365 µM]	18%
C#Cc1cccc(NC(=O)c2ccc3c(c2)C(=O)N(Cc2cccnc2)C3=O)c1	-27%	13µM*	-3%	23%	-20%	1%	3%	?	-5%	?	1%
COc1cc(OC)cc(-c2c(-c3cccs3)c3cc(-c4ccn[nH]4)ccc3n2C)c1	·	-2%	3%	·	-28%	-7%	-1%	·	-1%	·	-12%
O=C1CC(C(=O)Nc2ccccc2)N=C(N2CCOCC2)N1 (stereo not given)	4%	4%	1%	-1%	4%	1%	2%	-3%	-5%	1%	-5%
Cc1nnc(NN2CCOCC2)[nH]c1=O	3%	0%	3%	4%	2%	0%	0%	-12%	-4%	4%	10%
COCc1cc(C)nc(SCC(=O)NC2CCCCC2C)c1C#N (stereo not given)	-6%	2%	11%	14%	-28%	4%	-4%	-8%	0%	6%	4%
Cc1ccc(S(=O)(=O)N2CCN(C(=O)c3cc(=O)[nH]c4ccccc34)CC2)c(C)c1	-17%	4%	0%	-5%	5%	-21%	-3%	8%	-12%	-15%	-30%
O=C(COc1cc2oc(=O)c3c(c2cc1Cl)CCC3)Nc1cccnc1	16%	?	8%	7%	11%	?	?	4%	?	9%	?
COc1ccc(CN2CCCC(C(=O)Nc3cccc(-n4cnnn4)c3)C2)c(C)c1C (stereo not given)	-3%	2%	-17%	15%	-16%	-4%	-2%	-2%	-3%	4%	-4%
O=C(CCN1CCOCC1)Nc1ccccc1	13%	1%	4%	0%	-31%	4%	4%	8%	-1%	7%	0%
O=C(C1=C[C@H](c2ccc3c(c2)OCO3)C[C@H](OCc2ccc(CO)cc2)O1)N1CCN(Cc2ccc3c(c2)OCO3)CC1	-2%	-2%	6%	-5%	-17%	-23%	3%	-15%	3%	9%	-4%
COc1ccc(C(C(=O)NC2CCCC2)N(Cc2ccccc2)C(=O)c2nsc(Cl)c2Cl)cc1 (stereo not given)	7%	4%	?	1%	-46%	-9%	-2%	-6%	-2%	11%	-9%
